From PubChem BioAssay
core dimer inh – inhibitors of HCV core protein dimerization, primary screen, biochemical, TR-FRET, high-throughput; TR-FRET GST/Flag-core106 dimerization, 1536-well; inhibition, % at 5 µM; hit rate 0.33% among 300,000; AID 1899, 2009;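 active = inhibition above the mean of all tested compounds plus 3 SD, set per screening campaign, cut at about 45% in these data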
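Material: GST/Flag-tagged HCV core106 proteins. Incubation: 4 h, 22.5 °C incubation. Read-out basis: inhibition (%) from 671 over 617 nm ratio. Measured by: TR-FRET, excitation 340 nm, emission 617 and 671 nm.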
Efflux pump mplx – inhibitors of Candida efflux pumps in yeast, primary screen, S. cerevisiae, Nile Red, multiplex | inhibition, % at 10 µM | S. cerevisiae Candida pump triplex | hit rate 0.44% among 330,000;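 active = plate passing quality check with inhibition over a set limit, or well fluorescence over plate mean plus 4 SD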;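 also: Nile Red retained in pooled yeast measured as flow cytometry median fluorescence; 0% = buffer negative control and 100% = Enniatin B positive control; higher means more Nile Red kept so more efflux inhibition; some compounds called inactive have numbers as strong as hits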
Fh CTSL1 inh – Fasciola hepatica cathepsin L1 inhibitors, primary screen, counter-screen for PFM18AAP inhibitor project, biochemical, QFRET, fluorogenic peptide substrate | recombinant F. hepatica cathepsin L1, Z-Leu-Arg-MCA fluorescence | inhibition, % at 5.96 µM | hit rate 0.49% among 300,000 | AID 1906, 2009;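 active = inhibition above the mean of all tested compounds plus 3 SD, set per screening campaign, cut at about 17% in these data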;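 also: 0% = plate median of test compound wells and 100% = 1 µM Z-Phe-Ala-diazomethylketone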
PP1 counter – PP1-alpha phosphatase inhibitors, primary screen, counter-screen for PP5 inhibitor project, biochemical, fluorescence, OMFP substrate, single point. Serine/threonine-protein phosphatase PP1-alpha catalytic subunit (Homo sapiens), P62136. purified PP1alpha. inhibition, % at 6.7 µM. hit rate 0.9% among 320,000;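 active = inhibition above the mean inhibition of all tested compounds plus 3 SD, computed separately for each screening campaign, cut at about 15% in these data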
Target sequence (P62136 whole entry, looked up): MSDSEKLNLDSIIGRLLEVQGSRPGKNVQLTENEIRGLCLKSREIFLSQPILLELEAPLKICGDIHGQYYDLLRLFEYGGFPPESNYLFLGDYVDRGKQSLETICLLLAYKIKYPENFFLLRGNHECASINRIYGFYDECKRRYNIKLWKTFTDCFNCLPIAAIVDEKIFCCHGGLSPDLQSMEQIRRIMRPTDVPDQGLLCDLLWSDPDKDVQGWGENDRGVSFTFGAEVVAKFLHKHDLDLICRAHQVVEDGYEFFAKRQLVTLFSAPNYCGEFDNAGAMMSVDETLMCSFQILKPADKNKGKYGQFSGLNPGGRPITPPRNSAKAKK
PREPL inh – PREPL enzyme inhibitors, primary screen, biochemical, fluorescence polarization; Prolyl endopeptidase-like (Homo sapiens), Q4J6C6; recombinant PREPL, fluorescence polarization activity-based probe; inhibition, % at 5.96 µM; hit rate 0.68% among 320,000; in the data active = inhibition above about 43%;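 also: 0% = enzyme with DMSO and 100% = wells lacking enzyme; many of its hits are not listed in these tables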
LYPLA2 inh – LYPLA2 inhibitors, primary screen, counter-screen for PME1 inhibitor project, biochemical, fluorescence polarization, FP-Rh probe ABPP. Acyl-protein thioesterase 2 (Homo sapiens), O95372. recombinant LYPLA2. inhibition, % at 5.9 µM. hit rate 0.38% among 320,000;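 active = inhibition above the screen-wide mean plus 3 SD, limit set per campaign, cut at about 26% in these data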;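 also: 0% = LYPLA2 with DMSO and 100% = wells lacking LYPLA2 enzyme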
Target sequence (O95372 whole entry, looked up): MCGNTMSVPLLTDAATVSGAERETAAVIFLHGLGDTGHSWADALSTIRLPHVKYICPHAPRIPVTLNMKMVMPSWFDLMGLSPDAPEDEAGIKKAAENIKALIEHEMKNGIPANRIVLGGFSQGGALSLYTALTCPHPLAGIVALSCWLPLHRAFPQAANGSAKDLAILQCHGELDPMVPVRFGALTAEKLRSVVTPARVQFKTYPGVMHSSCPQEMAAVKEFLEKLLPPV
TPT1 inhibitor – Candida albicans TPT1 enzyme inhibitors, primary screen, biochemical, fluorescence polarization; recombinant caTPT1, FP RNA substrate dephosphorylation; inhibition, % at 5 µM; hit rate 0.81% among 300,000; AID 1962, 2009;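 active = inhibition above the mean of all tested compounds plus 3 SD, set per screening campaign, cut at about 24% in these data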;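 also: plate controls were DMSO alone for no effect and ferristatin control at 100 nM for full effect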
PP5 inh – PP5 phosphatase inhibitors, primary screen, biochemical, fluorescence | inhibition, % at 6.7 µM | purified PP5c, OMFP substrate fluorescence | AID 1987, 2009 | hit rate 0.18% among 320,000 | Serine/threonine-protein phosphatase 5 (Homo sapiens), P53041;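 active = inhibition above the campaign's mean inhibition across all tested compounds plus 3 SD, cut at about 9.5% in these data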;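 also: 0% = DMSO only and 100% = 100 µM cantharidin control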
Target sequence (P53041 whole entry, looked up): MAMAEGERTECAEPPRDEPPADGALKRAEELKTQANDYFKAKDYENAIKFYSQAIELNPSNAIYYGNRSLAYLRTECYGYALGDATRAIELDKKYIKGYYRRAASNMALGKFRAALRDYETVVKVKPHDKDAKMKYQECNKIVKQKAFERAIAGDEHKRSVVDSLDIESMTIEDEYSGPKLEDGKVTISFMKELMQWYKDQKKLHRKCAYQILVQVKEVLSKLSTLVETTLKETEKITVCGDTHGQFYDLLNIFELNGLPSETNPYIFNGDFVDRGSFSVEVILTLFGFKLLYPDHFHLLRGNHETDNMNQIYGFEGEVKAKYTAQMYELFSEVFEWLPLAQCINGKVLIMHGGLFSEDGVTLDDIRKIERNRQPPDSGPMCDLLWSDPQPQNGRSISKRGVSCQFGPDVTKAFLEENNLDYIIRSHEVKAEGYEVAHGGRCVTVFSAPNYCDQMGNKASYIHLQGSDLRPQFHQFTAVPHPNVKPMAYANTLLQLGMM
GASC-1 inh – inhibitors of GASC-1 histone demethylase, primary screen, biochemical, fluorescence, DELFIA europium; Lysine-specific demethylase 4C (Homo sapiens), Q9H3R0; GST-JMJD2C(1-420) H3K9me3 demethylation; inhibition, % at 2.35 µM; hit rate 0.069% among 330,000; AID 2099, 2009;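 active = more than half of a compound's replicate wells show inhibition beyond 50%, single wells judged on their own value; inconclusive = some, but no more than half, of replicates pass 50% inhibition; inactive = no replicate passes 50% inhibition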;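 also: signal counts dimethyl H3K9 product captured on neutravidin plate; 0% = median of DMSO wells and 100% = 0.3 times that DMSO median; strong numbers were not always called active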
* marks the source's active call; other numbers are inactive results; ? = inconclusive; / = no result given; & = joins results of further samples.

canonical_smiles	core dimer inh	Efflux pump mplx	Fh CTSL1 inh	PP1 counter	PREPL inh	LYPLA2 inh	TPT1 inhibitor	PP5 inh	GASC-1 inh
COCCn1c(Cc2ccccc2)nnc1SC(C)C(=O)NC1CC1 (stereo not given)	/	-0.1	/	-2	5	2	/	-3.5	0
COc1ccc(N2CCN(C(=O)C(=O)c3cn(CC(=O)N4CCOCC4)c4ccccc34)CC2)cc1	-18	-0.1	0	-10	0	-8	-1	0.5	-8
Cc1cccc(C)c1NC(=O)/C(C#N)=C/c1ccc(-c2ccc(C(=O)O)cc2)o1	7	-0.1	7	1	-7	5	1	1.2	6
O=C(OCC(CO)OC(CO)n1ccc(=O)[nH]c1=O)c1ccccc1 (stereo not given)	-9	-0.1	-1	0	2	-8	-5	1.6	3
Cc1cccc2sc(NC(=O)CSCc3ccccc3)nc12	4	0.2	-3	1	-50	-9	2	1.6	-8
C=C(C)CC(c1ccccc1)N(C(C)=O)c1ccco1 (stereo not given)	-4	1.7	-12	-7	0	2	-2	-5.8	-3
CCOc1ccc(NC(=O)c2ccc(NC(=S)NC3CCCCC3)cc2)cc1	-1	0.1	2	8	10	-14	-2	0.2	2
O=C(c1n[nH]c2ccccc12)N1CCN(c2ccc(F)cc2)CC1	0	0.0	0	-2	7	4	7	1.6	2
O=C(CNC(=O)c1sc2ccccc2c1Cl)NCc1ccccc1	0	-1.2	-1	-2	-3	9	2	2.1	18
COc1cc(OC)c(S(=O)(=O)N2CCN(C(=O)c3ccccc3F)CC2)cc1NC(C)=O	1	0.0	-4	6	0	13	1	-2.3	10
O=C(NCc1cccs1)c1cc(S(=O)(=O)N2CCOCC2)c(Cl)cc1Cl	6	-0.1	-1	-3	-4	6	-2	3.4	5
CCOC(=O)c1c(CSc2ccccc2)oc2cc(Br)c(O)c(CN(C)C)c12	-7	0.1	0	-1	-6	0	3	2.9	-17
CCOC(=O)CN1CCC(c2ccccc2)CC1	-2	0.0	-2	1	-2	-3	4	3.0	1
COc1cc([N+](=O)[O-])ccc1NC(=O)Cc1ccccc1	0	0.1	-1	-3	-6	2	-1	4.4	2
CCc1nnc(NC(=O)c2ccc3ccccc3n2)s1	3	-0.1	4	-2	3	4	4	-0.8	5
CN1CCN(c2ccccc2NC(=O)c2cc(Br)ccc2Cl)CC1	8	0.1	-2	0	21	0	2	-0.1	-3
CC(=O)NC1CSCC1OC(C)=O (stereo not given)	-2	0.0	-3	-3	3	-1	-2	1.3	19
CCc1ccc(NC(=O)CSc2nnc(-c3ccco3)o2)cc1	-27	-0.5	16	-1	-1	11	0	-6.0	13
COc1ccccc1N1CCN(C(=O)CSc2nc(C)c(Cc3ccccc3)c(=O)[nH]2)CC1	7	-0.1	6	-2	6	7	-2	-2.3	9
CCN(CC(=O)Nc1c(F)cccc1F)C(=O)CCC(=O)c1ccc(F)cc1	0	0.0	4	-2	-6	3	2	-1.8	0
Cc1ccc(-n2ncc3c(=O)n(CC(=O)NCc4ccco4)cnc32)cc1	-3	0.3	1	0	12	2	0	4.3	-13
CN1CCc2c(n(CC(O)CNCc3ccccc3)c3ccccc23)C1=O (stereo not given)	9	0.0	5	-2	31	5	-2	1.1	-5
COc1ccc(-c2cn[nH]c2-c2ccc(OCc3ccccc3)cc2O)cc1	-1	0.0	3	-1	19	-4	-2	3.5	-10
CCOC(=O)N1CCN(C(=O)CN(Cc2ccccc2)S(=O)(=O)c2ccc(OC)c(Cl)c2)CC1	-1	0.3	-1	0	15	11	-1	0.9	0
CNC(=S)SCCOc1ccccc1	0	0.2	-1	-1	-5	0	-1	1.7	-6
Cc1ccc(N(C(=O)c2ccccc2Cl)C2=NC(C)CS2)c(C)c1 (stereo not given)	-5	-0.1	4	-3	19	-2	-5	2.0	13
CCOC(=O)C(C(C)=O)=C1SC2CS(=O)(=O)CC2S1 (stereo not given)	4	0.0	1	1	18	-4	3	1.6	-41
CC(C)(C)C(=O)Nc1cc(S(=O)(=O)Nc2ccc(Cl)cc2)ccc1Cl	13	0.0	0	5	-7	-7	0	3.3	-4
C/C(=C/C(=O)N1CCN(C)CC1)C(=O)O	-6	0.7	-2	0	11	-3	4	-1.1	-6
CCOC(=O)N/N=C/c1c(F)c(F)c(F)c(F)c1F	2	-0.1	0	-1	-2	-3	1	-0.7	-8
O=C(Nc1nc2ccccc2[nH]1)c1ccc(F)cc1	4	0.6	7	-3	9	-2	-1	-1.1	0
CN(C)CCCN=Cc1c(O)n(Cc2ccc3c(c2)OCO3)c(=O)c2ccccc12	1	0.0	-7	-8	32	1	1	-2.0	-14
CC(C)n1c(S(=O)(=O)O)nc2ccccc21	1	0.1	4	-1	0	0	2	0.7	4
O=[N+]([O-])c1ccc(O)c2ncccc12	-15	0.0	5	14	-3	4	1	3.7	?
CN1CCN(c2nc(Nc3ccc(O)cc3)nc3ccccc23)CC1	-7	-0.1	-4	-2	9	1	-9	-0.5	0
CCOC(=O)c1c(C)[nH]c(C)c1C(=O)COc1ncnc2cc([N+](=O)[O-])ccc12	3	-0.2	2	2	27	0	3	0.1	3
O=C(N/N=C/c1ccoc1)c1cccc(OC(F)(F)C(F)F)c1	-3	0.0	7	2	4	2	-2	3.3	11
O=C(Oc1cccc2c(OC(=O)N3CCOCC3)cccc12)N1CCOCC1	-3	0.0	-4	-1	8	6	-1	2.9	-19
CCN(C(=O)COC(=O)/C=C/c1cnc2ccccc2n1)C1CCS(=O)(=O)C1 (stereo not given)	3	-0.1	-1	-2	14	2	-1	0.2	-15
Cc1ccc(C)c(N2CCN(C(=O)c3ccc(NS(=O)(=O)c4c(C)noc4C)cc3)CC2)c1	15	-0.1	4	3	7	-3	1	3.1	6
O=C(Nc1cccc(Cl)c1Cl)c1ccc(-c2ccccc2)cc1	-1	0.0	-3	-4	-11	-5	4	-0.6	4
Nn1c(SCC(=O)N2CCCC2=O)nnc1-c1cccs1	-2	0.0	0	0	-3	2	-2	1.3	13
COc1ccccc1-c1ccc(NC2CCCC2)nn1	5	0.0	4	1	7	3	-1	0.5	5
COc1cc(SC)ccc1C(=O)N1CCN(S(=O)(=O)/C=C/c2ccccc2)CC1	/	0.2	/	-2	-4	3	/	0.8	/
Cc1cc(C(F)(F)F)nc(SCC(=O)Nc2nccs2)n1	-7	0.1	-2	-1	13	6	-2	-0.2	-5
COc1cc(/C=N/n2cnnc2-n2nc(C)cc2C)cc([N+](=O)[O-])c1O	0	0.0	0	-4	9	-6	-1	-0.6	28
CN(C)c1ccc(-c2noc(C3CCN(S(=O)(=O)c4cccc(C(=O)O)c4)CC3)n2)cc1	4	-0.1	6	4	25	7	-1	0.8	-2
O=C(CCN1CCOCC1)NC12CC3CC(CC(C3)C1)C2	-9	0.1	-1	-2	-7	-4	1	-1.4	2
COc1ccc(N2CCN(C(=O)c3cccc(F)c3)CC2)c([N+](=O)[O-])c1	1	0.0	0	-2	5	9	0	0.1	2
CCOCCn1c(SCc2cccc(C)c2)nc2c1c(=O)[nH]c(=O)n2C	1	0.1	-2	-2	29	4	-2	-1.7	191
Cc1cc(C)n2nc(S(=O)(=O)N(CC(C)C)CC(C)C)nc2n1	0	-0.1	2	0	2	-1	-4	0.1	-7
CC1=CC(C)C2COC(c3ccc[n+](C)c3)C1C2C (stereo not given)	-6	-0.1	2	0	4	2	0	0.0	9
COc1ccc(OC)c(C(c2nnnn2C2CCCC2)N2CCN(c3ccc(F)cc3)CC2)c1 (stereo not given)	11	0.5	-2	2	-8	4	3	4.6	2&5
COCCCNCC#CCOc1ccc(OC)cc1	-1	-0.1	0	-1	-2	5	-1	2.5	5
O=C(NC(=S)N1CCCCCC1)c1ccccc1Cl	2	0.2	-2	-7	0	1	-4	0.8	4
Cc1cc(NC(=O)c2ccc3c(c2)C(=O)N(Cc2ccccc2)C3=O)no1	7	0.1	-1	-2	-1	-5	2	2.6	0
Cn1c(=O)c(=O)n(C)c2cc(S(=O)(=O)N3CCN(Cc4ccccc4)CC3)ccc21	2	0.0	-1	-7	12	5	-1	0.2	-25
COc1ccc(N2C(=O)CSC23C(=O)N(CC(=O)NC2CCCC2)c2ccccc23)cc1 (stereo not given)	-2	0.9	-3	4	0	2	3	1.8	-6
Cc1cc(Nc2ccccc2Cl)c2ccccc2n1	-4	-0.1	-3	-2	8	4	-3	1.1	-27
CC(=O)NC(Cc1c[nH]c2ccccc12)C(=O)OCC(=O)Nc1cc(C)on1 (stereo not given)	-2	-0.2	-10	-2	6	-3	1	1.3	-1

(cont.)
canonical_smiles	core dimer inh	Efflux pump mplx	Fh CTSL1 inh	PP1 counter	PREPL inh	LYPLA2 inh	TPT1 inhibitor	PP5 inh	GASC-1 inh
COC(=O)C1=C(C)N(Cc2ccco2)C(=O)N[C@@H]1c1cccc(C(F)(F)F)c1	3	0.2	0	-4	-5	3	0	4.0	1
O=C(COC(=O)/C=C/c1ccccc1)NCc1cccs1	/	-0.3	/	-4	6	-5	/	1.4	4
Cc1cc(C)c(C(=O)COC(=O)C2CC3CCCC(C2)C3=O)c(C)c1 (stereo not given)	-1	0.2	-1	-7	19	3	4	3.4	0
Cc1cc(C)c(S(C)(=O)=O)c(Oc2cccc(C(F)(F)F)c2)n1	-1	0.0	0	-5	14	23	-1	-1.2	1
COc1cc(OC)cc(C(=O)Nc2cccc(C(C)=O)c2)c1	0	0.0	-1	-4	-5	-4	1	-1.7	12
COc1ccc(CCNC(=O)COC(=O)c2ccc(N3CCCC3=O)cc2)cc1	-4	0.0	0	-1	-1	-1	-3	0.3	13
O=C(Nc1ccc(N2CCN(C(=O)c3ccccc3)CC2)c(Cl)c1)c1ccc(Br)o1	6	0.2	2	0	16	10	-3	5.1	9
O=[N+]([O-])c1ccc(C(O)CN2CCOCC2)cc1 (stereo not given)	4	0.0	1	1	-1	-10	-1	-1.5	-4
O=c1c2ccccc2c(C=NCCc2ccccc2)c(O)n1Cc1ccccc1	9	-0.1	6	2	8	1	3	0.7	3
Cc1ccc(OCCN2C(=O)S/C(=C\c3ccc(C)o3)C2=O)cc1	14	-0.2	2	0	-8	3	12	4.9	11
Cc1ccc(S(=O)(=O)N(C)C)cc1NC(=O)C1CCCC1	-3	-0.1	-7	-2	8	4	5	2.2	-2
CCC(=O)Nc1nc2ccc([N+](=O)[O-])cc2s1	-6	0.1	2	-3	-13	3	-2	0.2	17

Only part of the results is shown; count on the stated rates, not on these rows.
